High-throughput results deposited in PubChem by National Center for Advancing Translational Sciences (NCATS).
IDH1 R132H inh – blocks human mutant IDH1 R132H enzyme. hit rate 0.093% among 390,000. IDH1-R132H enzyme, NADPH consumption, diaphorase/resazurin fluorescence. Potency, µM (top dose mostly 76.6 µM), without a hit: top-dose activity change, negative = inhibition, usual class: inhibitors. O75874; further: potency means the concentration at half of the fitted maximal effect; on the % scale 0 is the no-effect control and ±100 the full control effect; nearly all actives have a fitted effect of over 65% in size
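IDH1-R132H (0.5 ug/mL dispensed) in pH 7.5 Tris buffer was preincubated 30 min with compound, then given a substrate mix of 0.016 mM NADPH and 2 mM alpha-KG for 80 min at room temperature; remaining NADPH was read by diaphorase/resazurin fluorescence.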
Vif-A3G inh – blocks the Vif interaction with human APOBEC3G. Q9HC16. hit rate 0.076% among 410,000. AID 602310. HeLa A3G-eYFP + Vif (tagged APOBEC3G with the HIV-1 protein that degrades it), YFP fluorescence, overnight. Potency, µM (top dose mostly 46.1 µM), inactives show top-dose activity, negative = active, actives largely listed as inhibitors;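 further: potency means the concentration at half of the fitted maximal effect; on the % scale 0 is the no-effect control and ±100 the full control effect; nearly all actives have a fitted effect of over 60% in size; hits raise eYFP signal because A3G escapes Vif-driven loss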
Target sequence (Q9HC16 whole entry, looked up): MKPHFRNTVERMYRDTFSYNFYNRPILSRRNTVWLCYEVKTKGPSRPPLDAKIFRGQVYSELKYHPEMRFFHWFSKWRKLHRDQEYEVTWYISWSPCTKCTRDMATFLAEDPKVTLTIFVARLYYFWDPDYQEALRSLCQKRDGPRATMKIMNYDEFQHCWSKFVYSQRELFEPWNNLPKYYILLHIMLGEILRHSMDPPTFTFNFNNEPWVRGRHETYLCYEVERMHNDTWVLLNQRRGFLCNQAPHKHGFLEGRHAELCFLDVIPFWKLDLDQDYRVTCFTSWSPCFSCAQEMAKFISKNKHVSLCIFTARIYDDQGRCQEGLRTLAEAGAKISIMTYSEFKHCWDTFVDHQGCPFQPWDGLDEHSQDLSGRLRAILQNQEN
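HeLa cells stably expressing Vif and C-terminally eYFP-tagged A3G, seeded overnight at 37 deg C, then exposed to compound by pintool overnight at 37 deg C. Rise in yellow fluorescence (Ex 488/Em 500-530, Acumen) marks blocked Vif-driven A3G degradation.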
Vif-A3F inh – inhibitors of Vif-A3F interaction; HeLa A3F-eYFP + Vif (tagged APOBEC3F with the HIV-1 protein that degrades it), YFP fluorescence increase; Potency, µM (titrated, usually from 46.1 µM), without a hit: at the highest dose activity, negative = active; hit rate 0.2% among 390,000; further: potency means the concentration at half of the fitted maximal effect; % of control where 0% means no effect; nearly all actives have a fitted effect of over 65% in size
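Fluorescence increase (Ex 488/Em 500-530) after overnight compound treatment at 37 deg C flags inhibition of Vif-driven A3F-eYFP loss in stable HeLa A3F-eYFP/Vif cells seeded overnight beforehand.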
TrxR1 substrate – rat thioredoxin reductase 1 substrate activity; O89049; purified TrxR1 substrate turnover, NADPH consumption readout; hit rate 0.01% among 390,000; Potency, µM (titrated, usually from 114 µM), without a hit: top-dose activity change, negative = substrate turnover; AID 588456; further: potency means the concentration at half of the fitted maximal effect; on the % scale 0 is the no-effect control and ±100 the full control effect; nearly all actives have a fitted effect of over 50% in size
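Rat TrxR1, dispensed at 90 nM, was prereduced with 400 uM NADPH (final) for 5 min at ~22 deg C, then incubated with compound 15 min before 400 uM selenite. A first-read NADPH fluorescence drop versus no-compound background flagged substrates.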
LDHA inh – inhibitors of human lactate dehydrogenase A; activity change, % (values are at about 110 or 230 µM); purified LDHA, NADH/diaphorase-resazurin fluorescence; active compounds read low; P00338; hit rate 0.15% among 480,000; in the data active means activity change below about -30%; inconclusive means mostly about -25% to -30%;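 further: plate controls were DMSO wells for no effect and wells without enzyme for full effect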
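Human LDH5 at 2 nM final in Tris HCl pH 7.4 with 0.06 mM NADH and 0.2 mM pyruvate, reacted 5 minutes at room temperature. Remaining NADH coupled via diaphorase/resazurin; resorufin fluorescence read at 0 and 20 minutes, normalized to enzyme-free and DMSO wells.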
PI4K2A inh – blocks human PI4K2A kinase activity. Q9BTU6. purified PI4K2A, ADP-Glo luminescence, 1 h; active compounds read low. activity change, negative = inhibition, % at 76.9 µM. hit rate 0.13% among 420,000; in the data active means activity change below about -50%; inconclusive means mostly about -30% to -49%;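 further: -100% = wells without enzyme as full effect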
Target sequence (Q9BTU6 whole entry, looked up): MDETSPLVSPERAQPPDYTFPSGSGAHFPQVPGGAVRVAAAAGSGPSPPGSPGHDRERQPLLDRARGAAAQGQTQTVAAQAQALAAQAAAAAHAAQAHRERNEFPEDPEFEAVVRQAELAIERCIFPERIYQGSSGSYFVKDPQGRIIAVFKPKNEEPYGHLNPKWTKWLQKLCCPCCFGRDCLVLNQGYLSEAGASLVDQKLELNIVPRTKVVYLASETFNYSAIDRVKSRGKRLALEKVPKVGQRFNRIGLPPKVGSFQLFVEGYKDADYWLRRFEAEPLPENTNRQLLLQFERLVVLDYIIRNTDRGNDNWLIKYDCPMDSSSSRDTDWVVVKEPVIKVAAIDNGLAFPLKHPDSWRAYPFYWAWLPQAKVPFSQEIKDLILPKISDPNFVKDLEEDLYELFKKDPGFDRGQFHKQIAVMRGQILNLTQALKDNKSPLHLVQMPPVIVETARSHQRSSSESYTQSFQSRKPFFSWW
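Compounds are screened against recombinant PI4K2A using PI as substrate and ATP, the latter dispensed at 300 microM. Reactions run one hour at ambient temperature before ADP-Glo detection; full inhibition defined by wells lacking enzyme.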
Glioma ERSR ind – induces the endoplasmic reticulum stress response in human glioma cells. Potency, µM, without a hit: top-dose activation, most hits filed as activators. hit rate 0.02% among 420,000. U87-MG GRP78 promoter luciferase reporter, 16 h. AID 602332; further: potency means the concentration at half of the fitted maximal effect; series mostly up to about 76 µM; % of control where 0% means no effect; nearly all actives have a fitted effect of over 35% in size
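Stably transfected U87-MG human glioma cells carrying a GRP78-based luminescent sensor were seeded at 1000 cells/well, pin-dosed with compounds and incubated 16 h. Luciferase reagent was then added, and end-point luminescence was read after 10 min at room temperature.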
USP1 inh – blocks the human USP1/UAF1 deubiquitinase complex | O94782 | recombinant USP1/UAF1, Ub-Rhodamine cleavage fluorescence | hit rate 0.23% among 390,000 | Potency, µM (highest dose often 57.1 µM), for inactives: at the highest dose activity change, negative = inhibition, usual class: inhibitors; further: potency means the concentration at half of the fitted maximal effect; on the % scale 0 is the no-effect control and ±100 the full control effect; nearly all actives have a fitted effect of over 60% in size; inactives centre near -12
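High-throughput fluorogenic screen: 1nM USP1/UAF1 complex, Ub-Rho substrate 150nM final, 50mM HEPES pH 7.8 with 0.5mM EDTA, 0.1 mg/ml BSA, 1mM TCEP and 0.01% Tween-20.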
RXFP1 ag – RXFP1 (human) receptor agonism; HEK293T-RXFP1 cAMP TR-FRET, 30 min; response scale: percent of porcine relaxin response, buffer zero; Potency, µM (doses to about 57.5 µM), for inactives: at the top dose activation, most hits filed as activators; hit rate 0.3% among 370,000; AID 2676; further: potency means the concentration at half of the fitted maximal effect; on the % scale 0 is the no-effect control and ±100 the full control effect; nearly all actives have a fitted effect of over 60% in size; many of its hits are not listed in these tables
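Agonist response is measured as cAMP accumulation in an RXFP1-transfected HEK293T line under PDE4 inhibition. Values are scaled between buffer-only and 29 nM porcine relaxin, and EC50s come from standard Hill equation fits.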
Active calls of the source: *; u = inconclusive; x = no result given; & = joins results of further samples; [ ] = another dose, or the depositor's remark. Unless noted, the call rests on the fitted dose curve; in most records, active means well fitted curve in the direction sought with a large enough effect; inconclusive means small, poorly fitted or top-dose-only effect, or another doubt; inactive means no such curve, though single readings can be large; an effect the other way counts as inactive or inconclusive. This is a subset. The share of hits here may be higher or lower than overall.

SMILES | IDH1 R132H inh | Vif-A3G inh | Vif-A3F inh | TrxR1 substrate | LDHA inh | PI4K2A inh | Glioma ERSR ind | USP1 inh | RXFP1 ag
CCOc1ccc(CCNC(=O)Cn2nnc(-c3ccccc3)n2)cc1OCC | 11% | 0% | 2% | -1% | 6 | -11 | -4% | -15% | 0.9%
Cc1ccc(OCc2nnc(SC3CCc4ccccc4C3=O)n2C)cc1 (configuration not stated) | 10% | -6% | -2% | -12% | 21 | 0 | 5% | -13% | -1.0%
Cc1nn(-c2ccccc2)c(Cl)c1/C=N/NC(=O)c1cccnc1 | 0% | -2% | -1% | -2%[57.1 µM] | -4 | -1 | 5% | -21% | 1.9%
Cc1cc(C(=O)CSc2nc(N)cc(N)n2)c(C)n1CC1CCCO1 (configuration not stated) | -11% | 1% | -7% | 9%[57.1 µM] | -6 | 10 | 0% | -2% | x
COCCn1c(Cc2ccccc2)nnc1SCC(=O)N1CCCC1=O | 1% | -13% | 5% | 2% | -2 | -21 | 1% | -18% | -1.6%
Cc1ccc(N2CCN(C(=O)C3CCN(S(=O)(=O)c4ccc5c(c4)oc(=O)n5C)CC3)CC2C)cc1 (configuration not stated) | 10% | 3% | 2% | 1% | -6 | 4 | -2% | -3% | -1.6%
O=C(O)C1CCCCC1C(=O)Nc1nccs1 (configuration not stated) | 1% | -1% | 5% | -5% | -1 | -1 | -3% | 6% | 2.9%
O=C(O)c1cccc(NC(=O)c2cc(-c3cccc(Cl)c3)nc3ccccc23)c1 | 2% | -3% | -26% | 4%[57.1 µM] | -7 | 2 | 9% | -29% | -2.0%
CSC1=NC(C(Cl)(Cl)Cl)N=C(c2ccc(C)cc2)N1 (configuration not stated) | 4% | u | -9% | 11%[57.1 µM] | -2 | -3 | -8% | -13% | -1.3%
COc1ccccc1OCC(=O)Nc1nc(-c2ccc(S(=O)(=O)N3CCOCC3)cc2)cs1 | 2% | -3% | -1% | 7%[57.1 µM] | -4 | -1 | -4% | -9% | x
Cc1cc(NC(=O)CSc2nnc(C3CC3)n2N)no1 | 5% | -1% | 6% | 2% | 7 | 4 | -5% | -13% | 0.1%
Cc1ccc(C(c2nnnn2C2CCCCC2)N(C)C2CCCCC2)cc1 (configuration not stated) | 1% | 1% | -9% | -1%[57.1 µM] | -8 | -7 | -1% | -12% | -0.1%
COc1ccc(NC(=O)CCCCCN2C(=O)c3ccccc3C2=O)c(OC)c1 | -6% | 3% | -3% | 1% | 1 | -1 | -2% | -29% | 2.1%
O=c1oc2ccccc2c(Nc2cc3ccccc3cc2O)c1[N+](=O)[O-] | 11% | u | 0% | -7%[57.1 µM] | 25 | -5 | -4% | -27% | 1.6%
CCc1ccccc1NC(=O)c1cnc2sc(N3CCCC3)nn2c1=O | 9% | 2% | -2% | -3%[57.1 µM] | -9 | 1 | 0% | -20% | u
CCC(OC(=O)CC1Sc2ccccc2NC1=O)C(=O)NCC1CCCO1 (configuration not stated) | -6% | -1% | 1% | 11% | 1 | -4 | 0% | -5% | 1.2%
COc1cccc(N2CCN(C(=O)c3cccc(NC(=O)c4nsc5ccccc45)c3)CC2)c1 | -15% | 0% | -9% | 0%[57.1 µM] | -12 | -4 | -8% | -16% | 6.9%
CC(=O)NC1=NN(C(C)=O)C(c2sccc2C)S1 (configuration not stated) | 7% | 3% | 2% | -7% | -2 | -4 | -1% | 3% | 1.1%
O=C(Nc1cccc2ccccc12)c1csc([C@@H]2O[C@H](CO)[C@H](O)[C@H](O)[C@H]2O)n1 | x | 1% | x | x | -4 | 2 | 0% | x | x
COc1cc(OC)c(NC(=O)c2sc3ncn(CC(=O)N4CCN(c5ccccn5)CC4)c(=O)c3c2C)cc1Cl | -1% | 1% | 6% | -2% | 2 | 0 | -4% | -23% | 5.1%
COc1cc(NC(=S)NC2CC(C)(C)NC(C)(C)C2)cc(OC)c1 | 13% | 2% | 10% | -2%[57.1 µM] | 1 | -6 | -7% | -8% | -0.5%
Cc1ccc2[nH]c3c(=O)n(N)c(C)nc3c2c1 | 8% | 1% | 3% | 16%[57.1 µM] | -16 | -7 | -2% | -13% | 3.0%
Cc1ccc(CNC(=O)COC(=O)c2cc(C)oc2C)cc1 | 3% | -6% | 1% | -2% | -2 | 0 | -4% | -9% | 1.1%
CCc1cc(C(=O)NCC(c2cccs2)N2CCOCC2)sc1C (configuration not stated) | 0% | -5% | 9% | -9% | -1 | -1 | -7% | -16% | 1.3%

Ordered by the number under RXFP1 ag (highest first): five of the compounds above
Structure | IDH1 R132H inh | TrxR1 substrate | PI4K2A inh | USP1 inh | RXFP1 ag
COc1cccc(N2CCN(C(=O)c3cccc(NC(=O)c4nsc5ccccc45)c3)CC2)c1 | -15% | 0%[57.1 µM] | -4 | -16% | 6.9%
Cc1ccc2[nH]c3c(=O)n(N)c(C)nc3c2c1 | 8% | 16%[57.1 µM] | -7 | -13% | 3.0%
CCc1cc(C(=O)NCC(c2cccs2)N2CCOCC2)sc1C (configuration not stated) | 0% | -9% | -1 | -16% | 1.3%
CCC(OC(=O)CC1Sc2ccccc2NC1=O)C(=O)NCC1CCCO1 (configuration not stated) | -6% | 11% | -4 | -5% | 1.2%
COc1cc(NC(=S)NC2CC(C)(C)NC(C)(C)C2)cc(OC)c1 | 13% | -2%[57.1 µM] | -6 | -8% | -0.5%

(cont.)
SMILES | IDH1 R132H inh | Vif-A3G inh | Vif-A3F inh | TrxR1 substrate | LDHA inh | PI4K2A inh | Glioma ERSR ind | USP1 inh | RXFP1 ag
CN(C)c1ccc(CN(Cc2ccco2)C(=O)COc2ccc(F)cc2)cc1 | x | x | x | -10% | -2 | 2 | x | -26% | -0.2%
CCCc1ccc(-c2ccc(C(=O)O)cc2)nc1 | 5% | 1% | -2% | 4% | -2 | -5 | -9% | -6% | -1.2%
CN(Cc1ccccc1)C(=S)NC(=O)c1ccc(-c2ccccc2)cc1 | 3% | -3% | 8% | -22%[57.1 µM] | -2 | -2 | -4% | -20% | 0.7%
COCCN(C(=O)Nc1ccc(OC)cc1OC)C1CCN(C(C)C)CC1 | 6% | -1% | 1% | 12% | -2 | -1 | -2% | -27% | 1.2%
CCOc1ccc(C2/C(=C(/O)c3ccc(S(=O)(=O)N4CCCCC4)cc3)C(=O)C(=O)N2CCCOC)cc1OC (configuration not stated) | 7% | 0% | 7% | -18% | 0 | 4 | -6% | -6% | -2.1%
CCOC(=O)/C(C#N)=N/Nc1ccccc1OC | 10% | -20% | u | -4% | -5 | 3 | 5% | -14% | 3.2%
COc1ccccc1CNCc1cccc(Oc2ccccc2)c1 | 0% | 0% | -2% | -1% | -15 | 3 | -2% | -5% | 2.6%
C[C@H]1CN([C@@H](C)CO)C(=O)CCCn2cc(nn2)CO[C@@H]1CN(C)C(=O)Cc1ccccc1 | -3% | -5% | -8% | x | -14 | -5 | -6% | 4% | x
CC1(C)C2CCC(C2)C1(C)NC(=O)C[N+](C)(C)C (configuration not stated) | 0% | -2% | 3% | 2% | -2 | -1 | -1% | -2% | 0.9%
Cc1ccc(Nc2cc(C)nc3nnnn23)cc1 | -2% | 0% | -14% | -8% | -3 | 0 | -2% | -14% | 3.6%
Cc1ccc(N(Cc2ccc([N+](=O)[O-])cc2)C(=O)c2ccco2)cc1C | -6% | -3% | -10% | -9% | 6 | -1 | -2% | -5% | 1.5%
CN(C)C1=NC[C@H](Cc2ccccc2)N1CCCC1CCCC1 | -1% | 4% | 1% | 0% | 7 | -10 | -6% | 10% | 0.9%

Profiles as entered above.
Cc1ccc(Nc2cc(C)nc3nnnn23)cc1 is listed with IDH1 R132H inh = -2%; Vif-A3G inh = 0%; Vif-A3F inh = -14%; TrxR1 substrate = -8%; LDHA inh = -3; PI4K2A inh = 0; Glioma ERSR ind = -2%; USP1 inh = -14%; RXFP1 ag = 3.6%
CCOC(=O)/C(C#N)=N/Nc1ccccc1OC is listed with IDH1 R132H inh = 10%; Vif-A3G inh = -20%; Vif-A3F inh = u; TrxR1 substrate = -4%; LDHA inh = -5; PI4K2A inh = 3; Glioma ERSR ind = 5%; USP1 inh = -14%; RXFP1 ag = 3.2%

Additional structures follow:
SMILES | IDH1 R132H inh | Vif-A3G inh | Vif-A3F inh | TrxR1 substrate | LDHA inh | PI4K2A inh | Glioma ERSR ind | USP1 inh | RXFP1 ag
CCn1c2ccccc2c2nnc(SCCN3CCCCC3)nc21 | -7%&-15% | 5%&10% | -5%&-7% | -13%&-1% | 1&0 | 1&-7 | 0%&-5% | -8%&-2% | 23%&28%
O=C(OCc1ccccc1)N1CCc2ccccc21 | 11% | -1% | 8% | 3%[57.1 µM] | 6 | -13 | -6% | -16% | -0.8%
Cc1ccccc1NC(=O)Nc1ccccc1C(=O)NCc1ccccc1 | -3% | -6% | 1% | 2%[57.1 µM] | -3 | -16 | -3% | -20% | -0.4%
Cc1ccc(C(=O)Nc2nc(-c3ccccn3)cs2)o1 | 0% | 0% | -7% | 3% | 2 | -14 | 4% | -22% | 0.8%
Cc1cc(Br)cn2c(Cc3ccsc3)c(C(C)(C)C)nc12 | x | -3% | x | x | 11 | -18 | -1% | x | x
COc1ccc(C(=O)Oc2ccc(/C=N/NC(=O)c3cccnc3)cc2OC)cc1 | -12% | -6% | -5% | -9% | -15 | -2 | -2% | -5% | 0.5%
